Keap1-Nrf2 PPI – Keap1-Nrf2 protein-protein interaction inhibitors, primary screen, biochemical, fluorescence polarization, single point. 340,000 compounds, 0.15% hits. Keap1 Kelch-Nrf2 peptide fluorescence polarization, 1536-well. AID 504523, 2011. inhibition, % at 9.4 µM; in the data active = inhibition above about 12%;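 also: human Keap1 Kelch domain with fluorescein labeled Nrf2 9mer peptide probe; 0% = neutral control wells and 100% = peptide positive control; higher means more block of Keap1 binding to Nrf2 peptide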
LANA DNA inh – inhibitors of KSHV C-LANA binding to DNA, primary screen, biochemical, fluorescence polarization, FAM-LBS DNA, MBP-C-LANA, single point; inhibition, % at 9 µM; Kaposi's sarcoma herpesvirus LANA C-terminal domain (residues 932-1162) DNA binding; 340,000 compounds, 0.078% hits;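 active = highest replicate inhibition at or above 60% at 9 µM, even if other replicates fall short; inactive = all replicates below 60% inhibition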;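 also: 0% = neutral control wells and 100% = 4 µM acridine orange control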
Cardiac RTF inh – cardiac RTF calcium sensitivity inhibitors, primary screen, biochemical, IANBD-TnC fluorescence, EC70 calcium; Troponin I, cardiac muscle (Homo sapiens) + Troponin T, cardiac muscle (Homo sapiens) + …; IANBD-labeled cardiac RTF, Ca2+ fluorescence; inhibition, % at 7.15 µM; 340,000 compounds, 0.12% hits; AID 493244, 2011;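 active = inhibition above the mean inhibition of all tested compounds plus 3 SD, cut at about 17% in these data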;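 also: assay run at fixed EC70 calcium of 1.6 mM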
V-ATPase pHluor – regulators of yeast V-ATPase proton pumping, primary screen, pHLuorin cytosolic pH fluorescence. response, % at 10 µM. S. cerevisiae. 350,000 compounds, 0.37% hits; in the data active = response mostly above about 7.3%, no sharp cut-off; inactive = mostly below about 5.4%; also: actives read high; inactives centre near 0; some compounds called inactive have numbers as strong as hits
CAL PDZ FP-1 – CAL PDZ peptide-binding inhibitors, primary screen, biochemical, fluorescence polarization, Cer-tagged CAL PDZ, HTS. inhibition, % at 20 µM. purified CAL PDZ, TMR-peptide fluorescence polarization, 1 h. 330,000 compounds, 0.02% hits. AID 504414, 2011;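 active = highest replicate inhibition of at least 40%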;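 also: plate controls were DMSO neutral control wells for no effect and unlabeled competitor peptide control wells for full effect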
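Read-out basis: mP drop reported as inhibition | Assay system: Tagged CAL PDZ protein CerCALP, purified | Benchmarks: Unlabelled peptide for full inhibition, DMSO wells as neutral | Schedule: 1 h incubation at room temperature before polarization reading | Buffer or medium: Sodium phosphate/NaCl buffer pH 7.4 with TCEP, IgG, Thesit | Doses: Single point, 20 µM | Measured by: Fluorescence polarization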
CAL PDZ FP-2 – untagged CAL PDZ binding inhibitors, primary screen, biochemical, fluorescence polarization, HTS; Golgi-associated PDZ and coiled-coil motif-containing protein (Homo sapiens), Q9HD26; purified CAL PDZ, TMR-peptide fluorescence polarization, 1 h; inhibition, % at 24.9 µM; 300,000 compounds, 0.92% hits; AID 602252, 2012;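 active = mean inhibition of at least 30% with at least half of replicates also reaching 30%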;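 also: 0% = DMSO neutral control and 100% = excess unlabeled competitor peptide PRC23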
Arrestin-AP2 inh – inhibitors of beta-arrestin/AP2 binding, primary screen, biochemical, GPCR trafficking, flow cytometry | FITC-arrestin peptide / GST-AP2 beads; AP2 beta2 appendage carries R879A mutation | inhibition, % at 10 µM | 340,000 compounds, 0.31% hits;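 active = inhibition above a set limit, near 3 SD of compounds lacking own fluorescence, cut at about 54% in these data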;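 also: plate controls were DMSO wells for no effect and 5 µM unlabelled arrestin peptide for full effect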
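System: GST-AP2 R879A glutathione beads | Also added: FITC-arrestin peptide, 50 nM | Times: 12 min plus 1 h, RT | Signal: Bead flow cytometry, FITC channel | Buffer or medium: PBS with 0.05% Tween 20 and 0.1% BSA | Read-out basis: Percent drop in bead-associated FITC signal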
NSD2 HMT inh – NSD2 histone methyltransferase inhibitors, primary screen, biochemical, AlphaScreen, single concentration, set 2; Histone-lysine N-methyltransferase NSD2 (Homo sapiens), O96028; NSD2 peptide methylation, 120 min; inhibition, % at 12.5 µM; 310,000 compounds, 0.54% hits; AID 743445, 2014; in the data active = inhibition above about 50%
Target sequence (O96028 whole entry, looked up): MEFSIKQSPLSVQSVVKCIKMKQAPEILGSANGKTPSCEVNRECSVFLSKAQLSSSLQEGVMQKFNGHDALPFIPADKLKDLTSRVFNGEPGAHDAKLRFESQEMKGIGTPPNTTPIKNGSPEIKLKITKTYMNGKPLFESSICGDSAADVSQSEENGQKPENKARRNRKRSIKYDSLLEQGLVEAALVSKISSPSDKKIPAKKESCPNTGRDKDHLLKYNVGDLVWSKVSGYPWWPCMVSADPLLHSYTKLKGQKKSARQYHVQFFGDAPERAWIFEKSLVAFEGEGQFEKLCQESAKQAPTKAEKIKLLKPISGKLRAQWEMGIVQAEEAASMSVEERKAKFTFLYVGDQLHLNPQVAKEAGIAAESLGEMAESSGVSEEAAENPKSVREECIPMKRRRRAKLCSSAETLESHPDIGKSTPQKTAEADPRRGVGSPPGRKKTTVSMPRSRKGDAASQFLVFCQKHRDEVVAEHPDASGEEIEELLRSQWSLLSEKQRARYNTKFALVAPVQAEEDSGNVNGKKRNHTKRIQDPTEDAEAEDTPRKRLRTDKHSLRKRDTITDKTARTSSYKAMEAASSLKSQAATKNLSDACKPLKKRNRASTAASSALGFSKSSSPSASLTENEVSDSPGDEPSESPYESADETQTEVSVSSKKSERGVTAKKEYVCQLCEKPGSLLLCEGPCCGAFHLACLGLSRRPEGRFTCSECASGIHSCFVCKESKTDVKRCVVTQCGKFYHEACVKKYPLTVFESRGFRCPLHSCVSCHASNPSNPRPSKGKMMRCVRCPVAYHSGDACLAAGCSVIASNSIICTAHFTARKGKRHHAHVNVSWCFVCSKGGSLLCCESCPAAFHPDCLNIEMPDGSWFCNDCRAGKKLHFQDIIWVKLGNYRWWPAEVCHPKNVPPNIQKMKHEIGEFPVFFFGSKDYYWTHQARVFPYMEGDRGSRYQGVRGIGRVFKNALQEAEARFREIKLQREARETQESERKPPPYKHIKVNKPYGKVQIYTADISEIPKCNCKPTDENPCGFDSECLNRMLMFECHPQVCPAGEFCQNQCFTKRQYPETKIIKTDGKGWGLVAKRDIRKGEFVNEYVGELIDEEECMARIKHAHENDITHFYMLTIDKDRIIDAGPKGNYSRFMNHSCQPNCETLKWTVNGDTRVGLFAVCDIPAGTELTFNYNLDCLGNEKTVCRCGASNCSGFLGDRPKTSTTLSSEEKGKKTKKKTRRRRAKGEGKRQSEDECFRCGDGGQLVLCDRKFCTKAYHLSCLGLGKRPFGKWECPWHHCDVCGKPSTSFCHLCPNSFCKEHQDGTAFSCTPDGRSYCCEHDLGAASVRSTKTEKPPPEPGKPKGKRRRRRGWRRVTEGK
Pemphigus Ab inh – inhibitors of pemphigus antibody binding to DSG3, primary screen, biochemical, bead-based, flow cytometry, scFv-GFP | Desmoglein-3 (Homo sapiens), P32926 | binding (percent of control), % at 10 µM | 310,000 compounds, 0.48% hits | DSG3-coupled beads, scFv-anti-DSG3-GFP binding; hits give low values;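 active = binding more than 3 SD below its plate's average and above zero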;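 also: hits lower antibody fragment binding to DSG3; some compounds called inactive have numbers as strong as hits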
DAGLB inhibitor – DAGLB lipase inhibitors, primary screen, biochemical, fluorescence, HTS; HEK293T DAGLB membrane lysate, EnzChek fluorogenic substrate; 340,000 compounds, 0.059% hits; Diacylglycerol lipase-beta (Homo sapiens), Q8NCG7; AID 504411, 2011; inhibition, % at 5.17 µM; in the data active = inhibition above about 34%;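 also: 0% = enzyme with vehicle and 100% = wells lacking enzyme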
* marks the source's active call; other numbers are inactive results; / = not tested or not shown. Not all compounds are listed (hit frequency here may not be typical).

Compound	Keap1-Nrf2 PPI	LANA DNA inh	Cardiac RTF inh	V-ATPase pHluor	CAL PDZ FP-1	CAL PDZ FP-2	Arrestin-AP2 inh	NSD2 HMT inh	Pemphigus Ab inh	DAGLB inhibitor
C/C=C\C=C/C(=O)Nc1cccc(C2=NOC3(C2)C[C@@H](C(N)=O)N(C(=O)/C=C/CC)C3)c1 (some centres not stated)	-10.3	-4.6	0.2	-2.7	-1.2	-1.0	4.5	/	99.8	-0.6
CCCNS(=O)(=O)c1cc(Br)cc2c1N(C(=O)CC)CC2	0.5	-0.5	7.6	1.7	/	-2.3	16.9	/	98.2	3.9
O=C(c1ccc(Cl)cc1)C1CCCN(Cc2cccn2-c2cccnc2)C1 (configuration not stated)	1.8	-0.5	-3.7	0.7	-1.0	0.5	28.2	6.4	106.1	-4.1
O=C(O)CCCNC(=O)c1ccc(NC(=O)Cc2ccc(Cl)cc2)cc1	-2.7	-1.2	-14.2	-1.4	-1.5	-4.1	-6.2	-2.7	104.1	-1.6
Cc1ccccc1C(=O)NNS(=O)(=O)c1cccc([N+](=O)[O-])c1	-3.8	0.5	-2.7	-2.5	-0.3	1.6	1.6	-3.3	100.4	-1.0
CCOc1ccc(OCC(=O)c2c(O)c3ccccc3oc2=O)cc1	-2.2	2.3	-4.5	-1.8	-0.7	1.8	2.1	1.7	99.9	1.3
Cc1ccc(NC(=O)CSc2ccc3c(c2)OCCO3)nc1	-4.0	0.4	-8.8	2.3	-2.9	-12.8	-2.3	-3.7	104.5	-1.1
CCc1ccc(NC(=O)CN(c2ccc3c(c2)OCO3)S(=O)(=O)c2c(C)noc2C)cc1	2.7	1.7	2.4	-1.2	-0.7	1.8	-3.5	/	112.4	-6.5
COc1ccc2[nH]c3c(NCCN(C(C)C)C(C)C)ncnc3c2c1	0.2	-1.5	-1.4	-1.3	-0.1	-0.4	-1.5	48.6	105.0	0.3
Cc1cc(C(=O)OCn2nnc3ccccc3c2=O)c(C)o1	2.2	-1.3	8.5	1.6	-1.1	-3.0	-8.7	1.4	109.2	-6.0
O=C(c1ccc(-c2ccccc2)c(F)c1)C1CCCN(CCCn2cccn2)C1 (configuration not stated)	-1.5	1.1	2.3	2.5	-1.8	-4.5	-1.0	1.1	91.2	-0.3
O=C(Cc1ccccc1F)Nc1ccccc1-c1ccccc1	-0.8	-0.3	-1.4	-1.7	-0.4	-1.1	-2.3	/	/	-2.1
OC(c1ccccc1)C(NCCNCc1ccccc1)c1ccccc1 (configuration not stated)	4.6	1.1	-1.1	1.3	-0.4	164.9*	-0.1	5.5	90.6	2.5
C/C(=N\OCC(=O)Nc1ccccc1Br)c1cccs1	1.4	1.5	-1.0	0.7	-2.2	-0.7	-3.7	-8.3	94.8	-10.9
CCN(CC)c1ccc(C2NCC(c3ccc([N+](=O)[O-])cc3)O2)cc1 (configuration not stated)	-2.0	-0.1	-2.9	1.0	-0.2	-2.2	1.0	0.1	106.6	-0.7
Cc1ccc(N(CC(=O)NCCc2ccc(F)cc2)S(=O)(=O)c2ccc(Cl)c([N+](=O)[O-])c2)c(C)c1	-3.4	1.3	-8.2	-1.4	0.4	12.2	-10.4	-3.6	96.1	-9.0
Cc1ccc(NC(=O)CSc2nnc(C)n2-c2ccccc2)cc1	-5.1	3.5	-4.6	9.2	0.2	-4.3	-1.1	-0.3	111.2	1.5
O=C(COC(=O)c1ccc2c(c1)OCO2)NC1CCCCC1	-6.7	-2.0	5.9	-0.1	-0.5	/	-6.9	0.7	90.8	-0.8
Cc1cc(C(C)(C)C)nc2[nH]n(-c3ccccc3)c(=O)c12	3.2	0.0	6.4	2.5	-0.3	-1.6	6.8	25.7	95.5	3.2
Cc1ccc(N2C(=O)CC(Sc3ccccc3C(=O)O)C2=O)c([N+](=O)[O-])c1 (configuration not stated)	1.2	-1.5	2.5	-0.5	-0.7	1.3	10.0	1.7	99.4	4.2
COc1ccc(/C=N/NC(=O)Cn2cnc3c2c(=O)n(C)c(=O)n3C)c(OC)c1OC	/	/	/	-3.1	/	/	8.8	-1.7	99.8	/
COC1CCCN(C(=O)c2ccc(OC3CCN(S(=O)(=O)N(C)C)CC3)cc2)C1 (configuration not stated)	4.7	-2.9	-4.0	-5.3	-1.3	-4.9	36.7	1.1	102.5	2.4
CCCCN1C(=O)C2NN=C(C(=O)OCC)C2C1=O (configuration not stated)	-6.1	0.7	-4.3	2.2	-1.8	5.0	29.2	2.7	/	-1.9
Cc1ccc(C)c(NS(=O)(=O)c2ccc(-c3coc(C)n3)cc2)c1	-0.5	-0.9	-3.6	5.3	-2.1	-1.9	-4.6	10.1	107.5	-1.1
O=C(O)CCc1ccc(-c2ccc(Br)cc2)n1Cc1ccco1	-6.0	2.1	4.5	3.2	-1.5	-2.0	-9.5	2.8	102.4	7.7
CC(C)N(Cc1ccccc1)C(=O)COC(=O)c1c(F)cccc1F	-3.6	1.3	0.7	5.7	-0.1	/	-10.8	-1.0	90.0	-2.7
O=C1/C(=C/c2ccccc2)CCCc2ccccc21	-1.1	0.9	2.0	-4.8	0.1	-0.7	26.4	/	74.0	-11.8
CCOC(=O)c1cn2nc(Oc3ccc(OC)cc3)ccc2n1	0.1	0.8	-4.4	-0.9	-0.5	-5.3	-22.6	-1.6	109.7	0.2
Clc1ccc(-c2ccc(-c3nn4c(-c5ccco5)nnc4s3)o2)cc1	-2.9	2.1	2.1	-1.0	-3.1	-5.1	22.9	1.5	89.0	-1.1
Cc1ccc(CNC(=O)c2cc3c(-c4ccc(Cl)cc4)nn(C)c3s2)o1	-5.6	-0.1	2.2	0.0	-4.7	-4.4	18.8	/	104.6	-7.2

The results go on:
Compound	Keap1-Nrf2 PPI	LANA DNA inh	Cardiac RTF inh	V-ATPase pHluor	CAL PDZ FP-1	CAL PDZ FP-2	Arrestin-AP2 inh	NSD2 HMT inh	Pemphigus Ab inh	DAGLB inhibitor
COC(=O)CCCCCc1ccc(C(C)=O)s1	-3.0	0.1	-2.1	1.1	-3.3	0.0	-6.5	-0.7	101.4	-1.3
O=C(Nc1ccc(Nc2ccncc2)cc1)c1ccc([N+](=O)[O-])cc1	-0.4	0.9	-4.1	-0.4	-0.1	-6.1	-1.5	-2.5	98.8	-0.7
CCCc1ccc(-c2cc(C(=O)NN3CCOCC3)c3ccccc3n2)cc1	3.7	-1.1	-3.4	-9.3	-0.8	-0.2	3.4	1.1	105.7	-1.1
CC1(C)N([O-])C(c2ccccc2)=C[N+](=O)C1(C)C	-0.1	-0.8	3.7	2.2	-3.5	0.4	12.3	/	100.3	-0.3
O=[N+]([O-])c1ccc(/C([O-])=C(/C(=S)Nc2ccccc2F)[n+]2ccccc2)cc1	1.9	1.1	-12.1	-1.2	0.5	-4.4	-22.6	/	80.3	1.1
Cc1ccc(OCCN(C)C(=O)CC2C(=O)NCCN2CC(C)(C)C)cc1 (configuration not stated)	-0.1	0.9	-9.6	-5.9	-1.6	-7.6	-21.2	-2.5	98.8	2.5
C/C(=N\NC(=S)Nc1cccc(C)c1)c1cccc(N)c1	-2.8	-1.0	2.9	-1.4	-0.7	0.3	8.5	-0.7	115.8	-0.4
Cc1ccc(S(=O)(=O)Nc2nc3ccc(N)cc3s2)cc1	-2.1	1.9	-8.9	-1.2	-2.2	-0.5	0.4	3.8	/	7.3
COc1cccc2cc(S(=O)(=O)c3ccc(C)cc3)/c(=N/NS(=O)(=O)c3ccc(C)cc3)oc12	-3.5	-1.0	-4.6	4.7	-0.7	-0.4	-2.5	-2.0	98.5	0.1
COC(=O)C1CCN(C(=O)CSc2nnc(-c3ccncc3)o2)CC1	-0.4	1.2	-6.0	-0.9	/	-4.1	-2.0	-0.4	111.1	1.7
COc1ccc(NC(=O)c2nc(S(=O)(=O)Cc3cccc(C)c3)ncc2Cl)c(OC)c1	1.7	-0.9	-6.3	-31.5	-1.6	-3.9	-14.6	28.8	96.6	5.1
COc1ccc2[nH]c3c(=O)n(CCCCC(=O)NCCC(C)C)c(=S)[nH]c3c2c1	-7.0	0.4	4.2	5.0	0.7	/	-15.5	1.0	98.2	6.0
CCN1CCN(C(c2cccs2)C(C)NC(=O)c2ccccc2OC)CC1 (configuration not stated)	-3.8	1.5	0.6	1.8	-0.3	-6.7	13.9	/	103.1	-1.8
CCNC(=O)COC(=O)CNC(=O)c1cc(Cl)cc([N+](=O)[O-])c1	-2.3	-0.8	4.9	-2.8	-0.4	1.9	10.2	-0.1	113.8	0.6
CC(=O)c1ccc(S(=O)(=O)N2CCN(CCOc3ccc(Br)cc3)CC2)cc1	-2.5	-0.4	1.3	1.8	-0.4	-5.4	41.4	-1.4	/	-5.2
COc1ccc(-c2nc(NC(=O)c3n[nH]c(=O)c4ccccc34)sc2C)cc1	-5.5	2.5	-3.6	4.7	0.3	-9.0	-1.9	-1.8	101.5	2.0

One compound at a time (already shown).
CCCc1ccc(-c2cc(C(=O)NN3CCOCC3)c3ccccc3n2)cc1 is listed with Keap1-Nrf2 PPI: 3.7; LANA DNA inh: -1.1; Cardiac RTF inh: -3.4; V-ATPase pHluor: -9.3; CAL PDZ FP-1: -0.8; CAL PDZ FP-2: -0.2; Arrestin-AP2 inh: 3.4; NSD2 HMT inh: 1.1; Pemphigus Ab inh: 105.7; DAGLB inhibitor: -1.1
CCOc1ccc(OCC(=O)c2c(O)c3ccccc3oc2=O)cc1 is listed with Keap1-Nrf2 PPI: -2.2; LANA DNA inh: 2.3; Cardiac RTF inh: -4.5; V-ATPase pHluor: -1.8; CAL PDZ FP-1: -0.7; CAL PDZ FP-2: 1.8; Arrestin-AP2 inh: 2.1; NSD2 HMT inh: 1.7; Pemphigus Ab inh: 99.9; DAGLB inhibitor: 1.3

High-throughput results (PubChem BioAssay)
